# High-throughput results deposited in PubChem BioAssay by National Center for Advancing Translational Sciences (NCATS).
# USP2a block: blocks human ubiquitin-specific protease USP2a; USP2 core, Ub-CHOP2 coupled fluorogenic reporter, 485/531; Potency, µM (highest dose often 38.3 µM), for inactives: top-dose activity change, negative = inhibition, usual class: inhibitors; 330,000 compounds, 0.01% hits; AID 463254;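 also: potency is read from the fitted curve at half-maximal effect; plate controls were DMSO wells for no effect and full inhibition by NEM control for full effect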
#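 Deubiquitinase activity read as fluorescence (485/531 nm) after Ub-CHOP2 cleavage activates the enterokinase reporter on its substrate; USP2 core 10nM, Ub-CHOP2 and substrate 25nM each, 30min compound preincubation then 60min RT; data normalized to NEM, curves fitted.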
# B2AR arrestin: beta2AR (human) beta-arrestin recruitment activity | P07550 | 330,000 compounds, 0.02% hits | AID 492947 | beta-arrestin recruitment to beta2AR, cell-based reporter | Potency, µM (highest dose often 46.1 µM), for the others: at the highest dose activation, hits mostly activators;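 also: potency is read from the fitted curve at half-maximal effect; 0% = DMSO controls and full agonism = EC100 isoproterenol or metaproterenol; nearly all actives have a fitted effect of over 65% in size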
# Target sequence (P07550 whole entry, looked up): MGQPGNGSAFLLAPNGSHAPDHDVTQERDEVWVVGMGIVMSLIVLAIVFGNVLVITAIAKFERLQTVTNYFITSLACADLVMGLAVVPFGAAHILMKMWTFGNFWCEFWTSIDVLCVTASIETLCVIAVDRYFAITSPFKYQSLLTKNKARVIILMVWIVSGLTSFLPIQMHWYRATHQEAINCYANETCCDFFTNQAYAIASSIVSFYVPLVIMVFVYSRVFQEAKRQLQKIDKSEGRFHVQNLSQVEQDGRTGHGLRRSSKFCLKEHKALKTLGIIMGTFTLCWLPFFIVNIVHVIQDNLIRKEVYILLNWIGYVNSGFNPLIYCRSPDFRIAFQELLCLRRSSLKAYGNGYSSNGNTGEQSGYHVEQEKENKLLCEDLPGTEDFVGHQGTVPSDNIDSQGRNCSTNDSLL
# hERG WT inh: inhibitors of human wildtype KCNH2 potassium channel. activity change, % at 1.84 µM. 340,000 compounds, 0.37% hits. U2OS, BacMam KCNH2, thallium flux FluxOr; stronger effect = lower value. AID 720551. Q12809;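 active = maximum activity change below -70%; inconclusive = maximum activity change between -70% and -50%; inactive = maximum activity change above -50%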; also: % is scaled to controls: 0 for no effect and ±100 for the full control effect
#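 U2OS cells were transduced with wild-type KCNH2 virus (2.03 x 10^8 / mL) for 4 h at room temperature, then cultured overnight at 37 C. Thallium flux was read with FluxOr dye. Rate constants were normalized to DMSO controls.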
# KCNH2 3.1 inh: blocks the human KCNH2 3.1 channel isoform; 340,000 compounds, 0.95% hits; AID 720553; U2OS KCNH2 3.1, thallium flux FluxOr; stronger effect = lower value; activity change, % (tested at about 1.8 µM);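 active = maximum activity change below -70%; inconclusive = maximum activity change from -70% to -50%; inactive = maximum activity change above -50%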;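 also: thallium influx rate constant from kinetic fluorescence after stimulation buffer; % is scaled to controls: 0 for no effect and ±100 for the full control effect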
#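 Virally transduced U2OS (3.1 isoform, 4 h infection in dark at RT) → overnight 37 C → FluxOr + Red40 in HBSS/HEPES, 45 min → stimulation buffer, 2 min kinetic read → rate constant vs DMSO controls.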
# PKM2 act: activators of human pyruvate kinase M2 | P14618 | purified PKM2, Kinase-Glo ATP luminescence, activation; response scale: 0% is enzyme alone, no compound | Potency, µM (highest dose often 57.5 µM), without a hit: top-dose activation, actives largely listed as activators | 260,000 compounds, 0.34% hits; also: potency is read from the fitted curve at half-maximal effect; % is scaled to controls: 0 for no effect and ±100 for the full control effect; nearly all actives have a fitted effect of over 55% in size
# Target sequence (P14618 whole entry, looked up): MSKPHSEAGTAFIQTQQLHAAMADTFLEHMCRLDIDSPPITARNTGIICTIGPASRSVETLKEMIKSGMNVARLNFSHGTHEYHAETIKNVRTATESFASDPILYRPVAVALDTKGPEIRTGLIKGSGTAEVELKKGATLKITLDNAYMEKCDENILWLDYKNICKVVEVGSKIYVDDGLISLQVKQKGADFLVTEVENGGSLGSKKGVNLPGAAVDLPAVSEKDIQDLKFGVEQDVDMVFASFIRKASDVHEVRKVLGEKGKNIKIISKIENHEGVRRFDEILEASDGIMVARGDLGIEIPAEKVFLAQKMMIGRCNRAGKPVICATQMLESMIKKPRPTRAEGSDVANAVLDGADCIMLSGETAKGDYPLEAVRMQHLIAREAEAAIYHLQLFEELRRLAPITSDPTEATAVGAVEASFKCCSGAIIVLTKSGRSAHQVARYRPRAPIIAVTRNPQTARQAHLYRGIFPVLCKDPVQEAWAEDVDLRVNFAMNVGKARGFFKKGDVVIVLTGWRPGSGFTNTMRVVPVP
#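 hPK-M2, >95% pure; 0.1 mM ADP / 0.5 mM PEP final; imidazole pH7.2 buffer w/ 7 mM MgCl2, 50 mM KCl; 1 h RT; Kinase-Glo lum. Intermediate enzyme activity for dual inhibitor/activator qHTS.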
# Giardia kill: kills Giardia lamblia; Giardia lamblia trophozoite viability; activity change, % at 7.66 µM, hits read low; 340,000 compounds, 0.15% hits; in the data active = activity change below about -80%; inconclusive = between about -30% and that limit;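 also: parasites exposed to compound for two days anaerobically before the ATP read; % is scaled to controls: 0 for no effect and ±100 for the full control effect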
#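 Giardia trophozoites, 100 cells per well, were exposed to compounds for 48 hrs at 37 deg C under anaerobic conditions; viability was then read as ATP content by bioluminescence after 15-30 min at room temperature.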
# MLL CXXC-DNA inh: blocks binding of human MLL CXXC domain to DNA. Q03164. MLL-CXXC / FITC-HOXA9 DNA fluorescence polarization. Potency, µM (titrated, usually from 115 µM), without a hit: at the highest dose activity change, negative = inhibition, hits mostly inhibitors. 290,000 compounds, 0.037% hits; active = well fitted inhibition curve with a large enough effect in the polarisation, with a control signal flat, not every such curve was filed as active; inconclusive = small, poorly fitted or top-dose-only effect, or effect the other way, or a change in a side signal; inactive = no such curve, though single readings can be large or run the other way; the % refers to the polarisation; also: potency is read from the fitted curve at half-maximal effect
#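 Purified MLL-CXXC (added from a 7 uM solution) was preincubated 5 min at ambient with pinned compounds in 50 mM Tris-HCl pH 7.5, 50 mM NaCl, 1 mM DTT, 0.05% BSA. Fluorescein-labeled HOX-A9 DNA (50 nM solution) followed, 30 min, then polarization read.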
# TRPV1 ag: activates the human vanilloid receptor TRPV1. activation, % at 8.33 µM. 320,000 compounds, 0.19% hits. TRPV1-expressing cells, Fluo-8 calcium influx, agonist mode; in the data active = activation above about 80%; inconclusive = between about 30% and that limit; also: 0% is about no effect
#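 Fluo-8 calcium influx in TRPV1-expressing cells, kinetic read (ex 480/em 520 nm). Compound added and read 3 min for agonist activity, followed by capsaicin at EC20 final and 2 min further read for enhancement.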
# FBPA coupling cs: counter-screen for Giardia aldolase inhibitors: coupling enzyme system; AID 2472; 290,000 compounds, 0.67% hits; activity change, negative = inhibition, % at 58.2 µM, hits read low; coupling enzyme system counterscreen, AmpLite Red fluorescence; in the data active = activity change below about -30%; also: % is scaled to controls: 0 for no effect and ±100 for the full control effect
#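 Coupling enzymes only (glyceraldehyde-3-phosphate) + compound, at 57.5 uM final, 10 min RT; add substrate/coupling/AmpLite Red mix, 20 min RT; fluorescence ex 525/em 598 nm. Actives flag coupling-system interference.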
# Menin-MLL TR inh: menin-MLL binding inhibition, Texas Red mutant peptide. O00255. Menin + Texas Red MLL mutant peptide, fluorescence polarization. Potency, µM (top dose mostly 61.6 µM), for inactives: at the top dose FP activity change, negative = inhibition, hits mostly inhibitors. 270,000 compounds, 0.23% hits. AID 1768; active = well fitted inhibition curve with a large enough effect in the polarisation, with a control signal flat, not every such curve was filed as active; inconclusive = small, poorly fitted or top-dose-only effect, or effect the other way, or a change in a side signal; inactive = no such curve, though single readings can be large or run the other way; the % refers to the polarisation; also: potency is read from the fitted curve at half-maximal effect; % of control where 0% means no effect; many of its hits are not listed in these tables
# GALK inh: blocks human galactokinase activity; Potency, µM (series often up to 57.5 µM), for the others: at the top dose activity change, negative = inhibition, most hits filed as inhibitors; Purified GALK, Kinase-Glo residual ATP luminescence; P51570; 270,000 compounds, 0.007% hits; also: potency is read from the fitted curve at half-maximal effect; % is scaled to controls: 0 for no effect and ±100 for the full control effect
#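 Galactose (100 uM) and ATP (35 uM) were turned over by 5 nM GALK for 1 h at RT. Kinase-Glo Plus then converted the remaining ATP into a luminescent signal.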
# The depositor's hits bear a star; ? = inconclusive; nt = not tested or not shown; [ ] = another dose, or the depositor's remark. Unless noted, calls follow the shape of the dose curve; as a rule, active = well fitted curve in the direction sought with a large enough effect; inconclusive = small, poorly fitted or top-dose-only effect, or another doubt; inactive = no such curve, though single readings can be large; an effect the other way counts as inactive or inconclusive.
entry	Molecule	USP2a block	B2AR arrestin	hERG WT inh	KCNH2 3.1 inh	PKM2 act	Giardia kill
1	COc1ccc(/C=C/C(=O)Nc2ccccc2C(=O)NCC(c2ccc(OC)cc2)N(C)C)cc1 (stereo not given)	0%	0.5%	-3	-10	-5%	10
2	CCOCCCNCC(=O)N1CCN(S(=O)(=O)c2ccc(C)cc2)CC1	1%	-0.2%	7	-2	6%	2
3	CCCc1cc(=O)[nH]c(SCC(=O)N(CC)C2CCS(=O)(=O)C2)n1 (stereo not given)	1%	0.0%	6	7	0%	1
4	COc1ccc2c(c1)C=C(C(=O)NCc1ccc(Cl)cc1)CO2	2%	0.3%	0	-11	0%	-10
5	CCn1c(O)c(/C=N/N=C2CCCCC2)c2cc(C3=NNC(=O)CC3)ccc21	-1%	-0.3%	-4	7	?	20
6	CCCN(CC#CC(O)(c1ccccc1)c1cccnc1)CCC (stereo not given)	-1%	0.1%	8	-5	9%	2
7	Cc1ccc(CNC(=O)c2nc3nc(C)cc(C)n3n2)cc1	1%	0.0%	1	nt	-8%	2
8	CCN(CC)CCNc1nc(-c2ccco2)c2c(c1C#N)CC(C)(C)OC2	1%	-0.1%	-2	18	0%	12
9	COc1ccc(C)cc1NC(=O)CCCN1C(=O)C2CC=CCC2C1=O (stereo not given)	0%	3.3%	15	6	0%	14
10	O=S(=O)(c1ccccc1F)N1CCc2ccccc2C1	-1%	0.4%	-11	-15	1%	-2
11	O=C(NNC(=O)c1ccccc1F)c1cccc(Cl)c1	1%	0.3%	3	6	-9%	0
12	O=C(Nc1nnc(-c2ccco2)o1)c1ccc(N2C(=O)CCC2=O)cc1	0%	0.2%	-7	9	-4%	-9
13	Cc1cc(C)cc(NC(=O)c2cnn(-c3ccccc3)c2C2CCNCC2)c1	5%	0.0%	18	-2	-8%	12
14	CC(C)n1nc(C(=O)Nc2ccccc2N2CCOCC2)c2ccccc2c1=O	?	-0.7%	2	-4	-8%	13
15	CCNc1nc(Cl)nc(N(NC(C)=O)C(C)C)n1	3%	-0.1%	-4	-13	2%	7

entry	MLL CXXC-DNA inh	TRPV1 ag	FBPA coupling cs	Menin-MLL TR inh	GALK inh
1	23%	7	0	8%	7%
2	15%	-3	3	-1%	1%
3	-9%	-1	3	1%	0%
4	-3%	?	1	34%[activator]	0%
5	8%	-6	-35*	nt	-2%
6	-6%	?	-2	0%	1%
7	0%	-1	1	8%	0%
8	-6%	-1	1	0%	4%
9	-1%	-2	0	-1%	-5%
10	1%	17	-4	22%	3%
11	-5%	5	-3	-4%	-3%
12	8%	-8	-3	2%	3%
13	1%	1	0	-6%	0%
14	?	14	-1	0%	-3%
15	12%	1	2	nt	10%

# Pulled one by one from the list above, 2 records:
entry	Molecule	USP2a block	B2AR arrestin	hERG WT inh	KCNH2 3.1 inh	PKM2 act	Giardia kill
10	O=S(=O)(c1ccccc1F)N1CCc2ccccc2C1	-1%	0.4%	-11	-15	1%	-2
4	COc1ccc2c(c1)C=C(C(=O)NCc1ccc(Cl)cc1)CO2	2%	0.3%	0	-11	0%	-10

entry	MLL CXXC-DNA inh	TRPV1 ag	FBPA coupling cs	Menin-MLL TR inh	GALK inh
10	1%	17	-4	22%	3%
4	-3%	?	1	34%[activator]	0%

# Following part:
entry	Molecule	USP2a block	B2AR arrestin	hERG WT inh	KCNH2 3.1 inh	PKM2 act	Giardia kill
16	CN(C)CC1CCCCC1OC(=O)c1ccc(Cl)cc1 (stereo not given)	3%	0.0%	1	9	9%	-5
17	COc1ccc(/C=C/C(=O)CC(O)(c2ccccc2)C(F)(F)F)cc1 (stereo not given)	-3%	-0.1%	-7	-15	0%	18
18	Cc1ccccc1C(=O)Nc1nnc(-c2ccco2)s1	3%	-0.1%	7	2	1%	-28
19	CSc1nc(C(=O)N2CCCC(N3CCN(c4ccccc4C)CC3)C2)cs1 (stereo not given)	-2%	-0.5%	1	-15	-2%	-3
20	O=C(OCc1nnc(-c2ccccc2)o1)c1cc(=O)[nH]c2ccccc12	-2%	-1.0%	-7	-9	nt	-13
21	Cc1ccccc1/C=N/N1C(=O)CSC1=S	8%	0.4%	-4	8	nt	-24
22	COc1cc(CN2CC(=O)N(c3cc(Cl)ccc3C)C2=S)cc(OC)c1OC	5%	-0.4%	2	7	nt	26
23	Cc1ccccc1CC1(CO)CCCN(Cc2ccc3c(c2)OCCO3)C1 (stereo not given)	0%	0.1%	nt	12	2%	3
24	Cc1cc(Cl)c(O)c(-n2nc3ccccc3n2)c1	-2%	-0.4%	-15	-3	-15%	-5
25	CCOC(CNc1ncnc2sc(-c3ccccc3)cc12)OCC	-1%	0.9%	-4	10	nt	9
26	COc1ccc(Cl)cc1N(CC(=O)Nc1ccc2c(c1)OCO2)S(C)(=O)=O	4%	-0.2%	1	3	-1%	3
27	Cc1cc2c(c(=O)n1CCc1ccccc1)C(c1ccco1)C(C#N)=C(N)O2 (stereo not given)	0%	-0.2%	4	5	6%	16
28	Cc1cc(C)c(S(=O)(=O)c2c(C)cccc2C)c(Cl)n1	2%	-0.7%	6	-1	1%	14
29	O=C(O)c1ccc2cccnc2n1	3%	0.1%	5	-9	1%	14
30	CCCCC(Nc1ncnc2ccccc12)C(=O)O (stereo not given)	3%	0.1%	7	2	6%	11

entry	MLL CXXC-DNA inh	TRPV1 ag	FBPA coupling cs	Menin-MLL TR inh	GALK inh
16	-19%	-7	0	-4%	-1%
17	-13%	8	-3	-1%	-6%
18	5%	7	-5	-15%	8%
19	22%	22	nt	nt	-8%
20	nt	1	nt	nt	nt
21	6%	-1	-2	?	-3%
22	-2%	19	-1	48%[activator]	-4%
23	-3%	17	-1	-11%	3%
24	7%	2	-1	nt	0%
25	-4%	27	-2	23%	1%
26	0%	2	-1	-4%	1%
27	2%	-1	-1	?	2%
28	-11%	-1	-11	9%	-3%
29	22%	0	-39*	-16%	-1%
30	14%	0	1	-3%	-4%

# Going on with the list.
entry	Molecule	USP2a block	B2AR arrestin	hERG WT inh	KCNH2 3.1 inh	PKM2 act	Giardia kill
31	COc1cccc(-c2nnc(SCc3ccccn3)n2C)c1	-1%	0.0%	-11	8	-9%	-11
32	O=C(NN1C(=O)/C(=C/C=C/c2ccco2)SC1=S)c1ccccc1O	-4%	0.0%	0	18	?	4
33	COc1ccc(C)cc1NC(=O)C1CC(=O)OC12CCCCC2 (stereo not given)	3%	-0.4%	-10	28	7%	-4
34	O=C(Nc1ccccc1C(=O)O)c1ccc(N2C(=O)C3CC=CCC3C2=O)cc1 (stereo not given)	1%	0.0%	4	0	nt	-10
35	Cn1nc(C(C)(C)C)cc1C(=O)NCc1cc(F)cc2c1OCOC2	-1%	0.0%	9	12	-4%	-18
36	O=S(=O)(Nc1cccc2cccnc12)c1ccc(S(=O)(=O)N2CCCC2)cc1	-11%	-0.6%	7	-1	29%	-5
37	Cc1ccccc1NC(=O)N1C2CCCC1CC(NC(=O)C1CC1)C2 (stereo not given)	2%	-0.1%	-5	11	-6%	-9
38	C=C(C)C1CC=C(C)/C(=N\NC(=O)CNc2ccccc2OC)C1 (stereo not given)	3%	2.7%	6	20	-8%	?
39	COc1ccc(OC2CCN(S(=O)(=O)c3ccc(OC)c(OC)c3)CC2)cc1	-1%	-0.3%	nt	-8	nt	4
40	COc1ccc(CNC(=O)COC(=O)c2ccco2)cc1	2%	0.1%	-11	-9	1%	-10
41	COc1ccc(CN2CCNC(=O)C2CC(=O)NCC(C)(C)N2CCOCC2)cc1C (stereo not given)	2%	-0.1%	0	-2	nt	7
42	CC(OC(=O)c1nc(Cl)ccc1Cl)C(=O)NC1CCCCC1C (stereo not given)	-1%	-0.3%	-5	-3	nt	0

entry	MLL CXXC-DNA inh	TRPV1 ag	FBPA coupling cs	Menin-MLL TR inh	GALK inh
31	-3%	1	1	-14%	-2%
32	-5%	-7	4	nt	3%
33	-4%	-3	3	-4%	3%
34	10%	3	5	-16%	-2%
35	-2%	nt	1	nt	-4%
36	-18%	3	-14	10%	1%
37	4%	0	2	0%	-2%
38	3%	6	0	1%	0%
39	1%	0	0	3%	-2%
40	-7%	-3	0	5%	6%
41	0%	1	nt	nt	-1%
42	nt	4	nt	nt	nt

# The list is partial; the hit share may differ from the screen's.
